Bioassay records: PubChem BioAssay, several laboratories
Dynein transport – inhibitors of GR-EGFP nuclear translocation, primary screen, dynein cargo transport inhibitor project, imaging, high-content, 3617.4 mouse cells; z-score, hits read low; hit rate 0.47% among 220,000; test concentration mostly 20 µM; stimulated with dexamethasone, 1 µM; active compounds read low;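 active = plate z-score of nuclear minus cytoplasmic receptor signal below a set negative limit, without overly bright fluorescence or cell loss, cut at about -3.5 in these data, passing the limit was not always enough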;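 also: z-score of nuclear minus cytoplasmic ring GR-EGFP intensity difference per well; some compounds called inactive have numbers as strong as hits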
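Buffer or medium: tet-free medium with charcoal-stripped serum / Also added: dexamethasone agonist, 1.0 µM final, for 30 min / Timing: induction 48 h, compound 1 h, agonist 30 min / Measured by: high-content fluorescence imaging after fixation / Read-out: nuclear-to-cytoplasmic GR-EGFP distribution per well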
Ins promoter up – insulin promoter activators in MIN6 cells, imaging, high-content screening, mouse beta cells | MIN6 insulin promoter-GFP reporter; active compounds read high | z-score at 5 µM | hit rate 0.3% among 190,000 | AID 1625, 2009;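 active = z-score above 3 at 5 µM with at least 500 cells counted in the well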
Lipid droplet – inhibitors of hepatocyte lipid droplet formation, primary screen, imaging, high-throughput imaging, BODIPY stain. AML12 mouse hepatocytes, oleate lipid droplets. inhibition, % at 6.5 µM. hit rate 0.4% among 240,000. AID 1656, 2009;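 active = lipid droplet intensity inhibited by at least 50%, with more than 500 cells counted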
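Assay system: AML12 mouse liver cells | Compound: 6.5 µM single-point dosing | Schedule: Overnight exposure | Technique: Fluorescence imaging, 20x objective, two fields per well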
M1AAP inhibition – P. falciparum M1AAP inhibitors, biochemical, fluorogenic H-Leu-NHMec substrate, 1536-well (AID 1445); one-dose inhibition, % at 30 µM; IC50 in µM for titrated hits; hit rate 0.42% among 220,000; recombinant M1AAP, H-Leu-NHMec fluorogenic kinetic assay; higher % means a stronger effect; Aminopeptidase N (Plasmodium falciparum (isolate 3D7));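 active = primary inhibition above the hit cutoff, then over 50% inhibition at one or more dose response concentrations, cut at about 23% in these data, passing the limit was not always enough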;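 also: plate controls were DMSO full reaction for no effect and no enzyme background for full effect; strong numbers were not always called active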
P. falciparum M17LAP – P. falciparum M17LAP inhibitors, primary screen, biochemical, fluorogenic H-Leu-NHMec substrate, 1536-well (AID 1619) | Leucine aminopeptidase (Plasmodium falciparum (isolate 3D7)) | recombinant M17LAP, H-Leu-NHMec fluorogenic kinetic assay; higher % means a stronger effect | one-dose inhibition, % at 30 µM; IC50 in µM for titrated hits | hit rate 0.38% among 220,000;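 active = compound inhibiting the enzyme by more than half at any dose during confirmatory dose-response retesting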;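 also: plate controls were full reaction with DMSO carrier for no effect and no enzyme background for full effect; strong numbers were not always called active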
Yfh1-off respiration – enhancers of respiration in Yfh1-depleted yeast, dose response, Friedreich's ataxia, plus single-dose screen (AID 1465); fold induction at 50 µM, or EC50 in µM where a hit was titrated; hit rate 0.074% among 220,000; S. cerevisiae Yfh1-off respiration, WST-1 reduction, 72 h; higher fold induction means a stronger effect;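 active = fold induction of absorbance versus untreated yeast above a set limit, then at least 30% activation at any dose in follow-up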;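 also: activators that raise dye reduction in frataxin-depleted yeast; strong numbers were not always called active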
MT stabilize HCS – microtubule stabilizers in HeLa cells, primary screen, imaging, high-content imaging. hit rate 0.83% among 200,000. % tubulin-high responders, % at 10 µM. AID 2205, 2009. HeLa tubulin immunostaining HCS, 24 h; share of cells brighter than vehicle mean+2SD;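 active = plate Z-score above 3 for both tubulin-high and condensed-nucleus cell shares, with cell loss under 80%, at 10 µM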;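 also: anti alpha tubulin signal scored within the nucleus-defined area of each cell; some results filed as inactive read as strong as hits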
Autophagy mod – autophagy modulators in MEF cells, primary screen, imaging, high-content, MEF GFP-LC3 | MEF GFP-LC3 puncta imaging; test concentration mostly 10 µM | calls only at 10 µM (by protocol) | hit rate 0.98% among 190,000 | AID 463193, 2010;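 active = percentage of spot-positive cells more than 3 SD above its plate mean, without a fluorescence outlier flag or 80% toxicity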;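 also: spot-positive cell cutoff set from DMSO-treated cells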
CSM14.1 death rescue – rescue of cells from ER stress-induced death, primary screen, 384-well, CSM14.1, thapsigargin, ATP luminescence (AID 1222); one-dose cellular ATP content (survival), % at 20 µM; EC50 in µM for titrated hits; CSM14.1 thapsigargin-induced death rescue, ATP luminescence; higher % means a stronger effect; 190,000 tested, under 10 active;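 active = EC50 below 50 µM in the dose-response confirmation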;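 also: death triggered by thapsigargin at about 15 µM added after 2 h compound pretreatment; cell ATP read after overnight thapsigargin exposure of roughly 18 to 22 hours; normalized against plate controls of thapsigargin alone and 5% DMSO vehicle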
Dynein transport cytoplasmic EGFP – second read-out of Dynein transport, no call of its own (marks repeat the call); z-score; measured here: cytoplasmic GR-EGFP intensity; active compounds read high
Dynein transport nuclear GR-EGFP – second read-out of Dynein transport, no call of its own (marks repeat the call); z-score; measured here: nuclear GR-EGFP intensity;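 lower value marks the stronger effect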
Dynein transport cell count – also measured in Dynein transport; calls as there; z-score; measured here: cell count per field
Ins promoter up cell count – second read-out of Ins promoter up, no call of its own (marks repeat the call); cell count; measured here: cytotoxicity, nuclei count;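 total cells summed across four imaged fields per well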
Lipid droplet cells 6.5 µM – also measured in Lipid droplet; calls as there; cell count; measured here: cell count, cytotoxicity flag;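 cells counted across two imaged fields per well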
MT stabilize HCS Hoechst-high % – recorded beside MT stabilize HCS, whose call it bears; % Hoechst-high responders; measured here: nuclear condensation Hoechst responders;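 share of cells brighter than vehicle mean plus two SD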
MT stabilize HCS cytotoxicity % – second read-out of MT stabilize HCS, no call of its own (marks repeat the call); toxicity, %; measured here: cytotoxicity by cell density;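 0% = mean cell density of plate MIN control wells and 100% = no cells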
Autophagy mod cell loss 18 h – second read-out of Autophagy mod, no call of its own (marks repeat the call); toxicity, %; measured here: cell loss, nuclei count;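 cell loss after 18 h compound exposure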
* = called active by the depositor; i = inactive; . = not tested or not shown.

SMILES | Dynein transport | Dynein transport cytoplasmic EGFP | Dynein transport nuclear GR-EGFP | Dynein transport cell count | Ins promoter up | Ins promoter up cell count | Lipid droplet | Lipid droplet cells 6.5 µM | M1AAP inhibition | P. falciparum M17LAP | Yfh1-off respiration | MT stabilize HCS | MT stabilize HCS Hoechst-high % | MT stabilize HCS cytotoxicity % | Autophagy mod | Autophagy mod cell loss 18 h | CSM14.1 death rescue
COc1ccc(OC)c(/C=C/C(=O)OCC(=O)Nc2cccc(C(C)=O)c2)c1 | 2.2 | -0.27 | 0.77 | -0.34 | 0.52 | 1100 | -10 | 646 | 10% | -17% | i | 3.0 | 2.8 | 3.3 | i | 13 | 0.8%
COc1cc2[nH]c(=O)c(C(=O)NCCCN3CCOCC3)c(O)c2cc1OC | -0.93 | -0.36 | -0.56 | 0.38 | -0.08 | 1442 | -2 | 712 | -2% | 1% | i | 1.6 | 2.0 | 8.4 | i | -1 | 1.7%
CCOC(=O)c1c(O)c2cccc3c2n(c1=O)CC3 | 2.4 | -0.23 | 2 | -1.6 | 0.21 | 1037 | -1 | 680 | -6% | 9% | i | . | . | . | . | . | .
CS(=O)(=O)NC1CCN(Cc2ccccc2)CC1 | -0.4 | -0.2 | 0.1 | 1.2 | -0.29 | 1305 | 2 | 730 | 1% | -11% | i | 3.2 | 2.8 | 3.3 | i | -13 | -2.9%
CC1CCN(C(=O)CSc2nnc(-c3cccnc3)n2C2CCCCC2)CC1 | 1.2 | -0.21 | -0.11 | -0.59 | -0.25 | 1223 | 2 | 771 | 2% | 1% | i | 3.5 | 1.2 | 3.1 | i | 0 | 0.7%
O=C(Nc1cccc(C(F)(F)F)c1)c1cc(-c2cccs2)on1 | 0.36 | -0.12 | 0.37 | 0.29 | 0.14 | 1523 | . | . | 2% | 1% | i | 3.9 | 3.5 | 8.4 | i | 6 | -0.9%
COc1ccc(N2C(=O)C(Cl)=C(Oc3cccc(OC)c3)C2=O)cc1 | -0.13 | 8.7 | 1.4 | -5.4 | -0.56 | 1478 | 24 | 721 | 5% | 3% | i | 4.6 | 3.0 | 7.9 | i | -11 | -0.7%
CN(C)CC(C)(C)CNC(=O)C1CCN(Cc2ccccc2O)CC1 | 0.019 | -0.15 | 0.4 | -0.64 | -0.5 | 1358 | . | . | -4% | 12% | i | 5.7 | 2.8 | 3.6 | i | 8 | -2.1%
CCN(CC)S(=O)(=O)c1ccc(OC)c(NC(=O)CSc2cc(C)ccc2C)c1 | 0.0083 | -0.27 | -0.028 | -0.34 | 0.21 | 1420 | -14 | 532 | 7% | -10% | i | 5.0 | 2.5 | 9.2 | i | -12 | -2.2%
COC(=O)COc1ccc(-c2ccc(F)cc2)cc1C=O | 2.5 | 0.0088 | 1.2 | -1.6 | . | . | 1 | 745 | 15% | -4% | i | 4.0 | 1.8 | 8.4 | i | 18 | -1.8%
O=C(COC(=O)c1cc[n+]([O-])cc1)Nc1ccc([N+](=O)[O-])cc1 | -0.097 | -0.23 | -0.35 | 0.17 | -1.2 | 1212 | 4 | 699 | 4% | 18% | i | 3.0 | 1.7 | 9.5 | i | 18 | 0.1%
CSCC[C@H](NC(=O)NCCC1=CCCCC1)C(=O)O | 0.021 | -0.2 | 0.09 | 0.51 | -0.02 | 1114 | . | . | 8% | 3% | i | 5.1 | 2.9 | 6.6 | i | 0 | -4.0%
CC(C)C[C@H](NC(=O)NCCC1=CCCCC1)C(=O)O | 0.51 | -0.26 | 0.22 | -0.15 | 0.46 | 1066 | 25 | 677 | 0% | 0% | i | . | . | . | . | . | .
CC(Nc1nc(N2CCN(CCO)CC2)nc2ccccc12)c1ccccc1 (centres undefined) | -0.52 | -0.15 | -0.17 | 0.52 | 0.41 | 1256 | -22 | 675 | 11% | 0% | i | 3.7 | 2.4 | 5.6 | i | 24 | -1.6%
Cc1ccc(N2CCN(C(=S)c3ccc(N(C)C)cc3)CC2)cc1 | 0.26 | -0.1 | -0.12 | -0.41 | 0.16 | 1612 | -4 | 635 | 3% | 6% | i | 3.8 | 1.8 | 6.2 | i | 4 | -1.9%
O=C(c1ccco1)N1CCN(CCCCOc2ccc(F)cc2)CC1 | -0.66 | 0.4 | 0.26 | 0.92 | -0.41 | 1073 | -13 | 763 | 2% | -5% | i | 2.5 | 1.2 | 10.0 | i | 3 | -2.0%
O=C(CN1C(=O)c2ccccc2C1=O)Nc1ccccc1C(=O)N1CCCC1 | -0.67 | -0.27 | -0.54 | 0.53 | 0.34 | 1617 | 10 | 707 | 0% | 7% | i | 3.5 | 1.5 | 5.8 | i | -3 | -0.3%
O=C(CN1CCC(NC(=O)c2ccc(F)cc2)CC1)NCc1ccccc1F | -0.82 | -0.19 | -0.21 | 0.13 | 0.05 | 1887 | -18 | 689 | 32% | 13% | i | 1.5 | 1.8 | 5.9 | i | 8 | -1.9%
O=C(CC1SC(=O)NC1=O)Oc1ccc(/C=N/NC(=O)c2ccccc2O)cc1 (centres undefined) | -0.94 | 0.36 | -0.36 | 1.1 | -0.37 | 1368 | -21 | 767 | 13% | 6% | i | . | . | . | . | . | .
COc1ccc(/C(C)=N/NC(=O)c2nc(C)cc(C)n2)cc1 | -0.22 | -0.34 | -0.088 | -0.42 | . | . | 7 | 760 | 17% | 6% | i | 1.4 | 1.5 | 7.3 | i | 2 | -1.0%
NC(=O)Cn1nc([N+](=O)[O-])nc1Oc1ccc(Br)cc1 | 1.6 | 0.3 | 2 | -1.9 | . | . | 26 | 664 | -7% | 11% | i | 1.3 | 0.8 | 2.8 | i | -18 | 0.2%
COc1cc(-c2nc3ccc(C)cn3c2Nc2ccc3c(c2)OCCO3)ccc1O | -0.68 | -0.28 | 0.44 | 0.51 | 0.04 | 1264 | -3 | 709 | 9% | 2% | i | 3.1 | 2.8 | 2.0 | i | 0 | 1.6%
CCn1c(=O)c2c(cnn2C)c2ccccc21 | 1.1 | -0.21 | 0.35 | 0.018 | 0.81 | 1522 | . | . | 3% | -2% | i | 4.9 | 1.1 | 11 | i | 3 | -2.9%
Cc1ccc(C)n1-c1ccc(C(=O)N2CCOCC2)cc1 | 1.4 | -0.22 | 0.67 | -1.1 | 0.07 | 1776 | 9 | 594 | 3% | 6% | i | 5.0 | 1.7 | 10 | i | -8 | -1.3%
C/C(=N\NC(=O)c1ccccc1)c1ccccc1F | 0.43 | -0.22 | 0.48 | -0.87 | -0.77 | 1189 | -1 | 665 | 6% | -4% | i | 3.5 | 4.0 | 5.5 | i | 0 | -1.3%
CN1CCN(C(=O)NCC23CC4CC(CC(C4)C2)C3)CC1 | 0.5 | -0.34 | 0.67 | 0.3 | 1.7 | 1646 | -23 | 696 | 0% | 1% | i | 5.9 | 2.4 | 9.0 | i | 10 | 0.8%
CCS(=O)(=O)c1ccc(C(=O)Nc2cccc(Cl)c2)c(Cl)c1Cl | -0.31 | -0.19 | -0.33 | 0.38 | -0.98 | 1281 | . | . | 1% | -10% | i | 2.6 | 0.7 | 6.0 | i | 1 | 0.1%
CCC(C)N=C1CC(C)(C)CC(=O)/C1=C(/O)Cc1ccccc1 (centres undefined) | 0.73 | -0.31 | 0.15 | -0.58 | 0.3 | 1077 | -17 | 695 | 13% | 10% | i | 3.0 | 3.4 | 8.7 | i | 5 | -2.7%
O=C(CN(c1ccc2c(c1)OCCO2)S(=O)(=O)c1ccccc1)NCc1ccc(Cl)cc1 | -0.27 | -0.27 | -0.46 | 0.57 | 0.1 | 1425 | -57 | 670 | 1% | -1% | i | 2.8 | 2.6 | 9.0 | i | 4 | 5.5%
Cc1nc2cc(-c3cccc(F)c3)nn2c(C)c1CCC(=O)N1CCN(c2ccccn2)CC1 | -1.3 | -0.66 | -0.48 | 0.57 | 0.1 | 1060 | 23 | 708 | 8% | -4% | i | . | . | . | . | . | .
Nc1nnnn1/N=C/c1ccccn1 | -0.18 | -0.19 | 0.52 | 0.54 | 0.85 | 909 | -47 | 754 | 8% | 15% | i | 1.5 | 1.1 | 6.4 | i | -3 | 6.7%
CCOC(=O)c1c(C)[nH]c(C(=O)C(C)OC(=O)c2cccc(OCc3c(C)noc3C)c2)c1C (centres undefined) | -0.01 | -0.31 | 0.018 | -0.17 | -0.13 | 1346 | . | . | 3% | 2% | i | 1.9 | 0.8 | 9.8 | i | 9 | -0.7%
Nc1[nH]c(N=NC(=O)c2ccc(Cl)cc2)c2ccccc12 | 1 | -0.2 | 0.21 | -0.47 | . | . | -23 | 401 | 5% | 4% | i | 5.4 | 2.9 | 7.6 | i | 3 | -3.7%

Entries of single compounds from above. Values in the order: Dynein transport | Dynein transport cytoplasmic EGFP | Dynein transport nuclear GR-EGFP | Dynein transport cell count | Ins promoter up | Ins promoter up cell count | Lipid droplet | Lipid droplet cells 6.5 µM | M1AAP inhibition | P. falciparum M17LAP | Yfh1-off respiration | MT stabilize HCS | MT stabilize HCS Hoechst-high % | MT stabilize HCS cytotoxicity % | Autophagy mod | Autophagy mod cell loss 18 h | CSM14.1 death rescue
CCn1c(=O)c2c(cnn2C)c2ccccc21 across the screens: 1.1 | -0.21 | 0.35 | 0.018 | 0.81 | 1522 | . | . | 3% | -2% | i | 4.9 | 1.1 | 11 | i | 3 | -2.9%
CCS(=O)(=O)c1ccc(C(=O)Nc2cccc(Cl)c2)c(Cl)c1Cl across the screens: -0.31 | -0.19 | -0.33 | 0.38 | -0.98 | 1281 | . | . | 1% | -10% | i | 2.6 | 0.7 | 6.0 | i | 1 | 0.1%
